Screening data as filed in PubChem.
H1N1 NS1A inhibition: NS1A inhibition, H1N1 influenza, cell based functional assay (AID 504329); NS1A functional cell-based assay, percent inhibition; higher % means a stronger effect; inhibition, % at 12.5 µM; hits with a dose series show IC50 in µM; actives 0.3% (n = 340,000); in the data active = a potency from the dose series; inconclusive = inhibition above about 27% without an active follow-up result; also: strong numbers were not always called active
tuberculosis growth: growth inhibition of non-replicating M. tuberculosis (AID 488890); actives 0.39% (n = 320,000); Mycobacterium tuberculosis non-replicating, growth inhibition; higher % means a stronger effect; inhibition, % at 25 µM, or IC50 in µM where a hit was titrated; in the data active = a potency from the dose series; inconclusive = inhibition mostly from about 82% at the one dose, without a potency; inactive = the rest, 99 in 100 with inhibition below about 76%;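 also: plate controls were DMSO cells for no effect and high antibiotic wells for full effect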
Salmonella PhoP GFP: Inhibition of PhoP regulon, Salmonella typhi GFP reporter cells, confirmation, 4 h (AID 1850). Salmonella Typhi PhoP-promoter GFP reporter, fluorescence, 4 h; higher % means a stronger effect. inhibition, % at 50 µM; hits with a dose series show IC50 in µM. actives 0.33% (n = 310,000); in the data active = a potency from the dose series; inconclusive = inhibition mostly from about 25% at the one dose, without a potency; inactive = the rest, 99 in 100 with inhibition below about 19%;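 also: 0% = induced wells with vehicle and 100% = uninduced wells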
M. tuberculosis HTS: M. tuberculosis growth inhibition, HTS (AID 449762); M. tuberculosis H37Rv growth inhibition, 7H9 media; higher % means a stronger effect; actives 0.59% (n = 330,000); inhibition, % at 25 µM, or IC50 in µM where a hit was titrated; in the data active = a potency from the dose series; inconclusive = inhibition above about 70% without an active follow-up result;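 also: bacterial growth assessed after seven days of incubation; strong numbers were not always called active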
VEEV TC-83 Vero: inhibitors of VEEV TC-83 cytopathic effect, confirmation, Vero cells (AID 588727); Vero cells, VEEV TC-83 cytopathic effect inhibition; higher % means a stronger effect; inhibition, % at 20 µM, or IC50 in µM where a hit was titrated; actives 0.13% (n = 350,000); in the data active = a potency from the dose series; inconclusive = inhibition mostly from about 14% at the one dose, without a potency; inactive = the rest, 99 in 100 with inhibition below about 12%; also: strong numbers were not always called active
VEEV TC-83 Vero 10K pilot screen: second read-out of VEEV TC-83 Vero, no call of its own (marks repeat the call); inhibition, %; measured here: 10K pilot screen inhibition
* = called active by the depositor; i = inactive; ? = inconclusive; / = no result given.

SMILES	H1N1 NS1A inhibition	tuberculosis growth	Salmonella PhoP GFP	M. tuberculosis HTS	VEEV TC-83 Vero	others
O=C(CSc1ncnc2ccccc12)Nc1ccc2c(c1)OCO2	-3%	/	/	-8%	3.8%
CCCCc1ccc(NC(=S)Nc2cccnc2)cc1	-3%	?	7%	?	1.8%
CNc1nc(Cl)c(SC)c(NCc2ccc(F)cc2)n1	-2%	1%	0%	3%	2.3%
c1ccc(N2CCN(c3nnc(Cc4cccnc4)c4ccccc34)CC2)nc1	13%	32%	-7%	1%	i
Cc1ccc(NCc2ccc(C)s2)cc1	/	?	-3%	0%	/
CN1CCN(C(=O)c2cc(COc3ccccc3)on2)[C@@H](c2ccccc2)C1	-5%	13%	-8%	-8%	1.6%
CN(C(=O)CSc1nc2ccc(Br)cc2c(=O)n1Cc1ccco1)C1CCS(=O)(=O)C1 (stereo not given)	-5%	15%	7%	-2%	i
CC(=O)Nc1ccc(C(=O)OCC(=O)Nc2ccc(Cl)cc2C(=O)c2ccccc2)cc1	-5%	17%	-5%	-1%	4.1%
CC1=C(C)C(OCCCl)N(c2cc(O)c(Cl)cc2F)C1=O (stereo not given)	-10%	-13%	15%	-1%	0.6%
CCN(C(=O)Cc1ccc(Br)cc1)C1CCCCC1	2%	54%	-2%	1%	3.5%
COc1ccc(N(C)S(=O)(=O)c2cccc(C(=O)Nc3ccc(-n4cnnn4)cc3)c2)cc1	20%	10%	-1%	-6%	5.4%
CCCNC(=S)N1CCC(C(=O)c2ccc(OC)cc2)CC1	15%	23%	1%	3%	i
CCC(CC)c1nnc(NC(=O)c2cc(C(=O)OC)cc([N+](=O)[O-])c2)s1	4%	48%	1%	-4%	4.0%
COc1ccccc1NC(=O)C(C)N(C)CC(=O)Nc1cccc2ccccc12 (stereo not given)	-6%	-10%	/	-1%	1.9%
CCOc1ccc(N(CC(=O)NC(C(C)C)C(C)C)S(=O)(=O)c2ccc(OC)c(OC)c2)cc1	8%	17%	10%	4%	3.9%
CCCCOc1ccc(N2C(=O)CC(NCCc3ccc(S(N)(=O)=O)cc3)C2=O)cc1 (stereo not given)	14%	4%	-9%	-8%	1.2%
CC(=O)Nc1ccc(S(=O)(=O)N2CCC(c3nc4c(nnn4Cc4ccccc4Cl)c(=O)[nH]3)CC2)cc1	-6%	44%	7%	55%	2.1%
O=S(=O)(Cc1ccc(Cl)cc1)Nc1ccc2c(c1)OCO2	2%	23%	-5%	-1%	0.8%
CN(Cc1c(F)cccc1Cl)C(=O)C1=CC=CN2CCS(=O)(=O)N=C12	-19%	-3%	/	3%	3.1%
CC(C)NC(=O)C1CCN(C2CCN(Cc3cn[nH]c3-c3ccccc3)CC2)CC1	-5%	-15%	4%	-2%	1.6%
Cc1onc(-c2ccccc2Cl)c1C(=O)NCc1cccs1	-3%	3%	3%	-10%	3.2%
COC(=O)C1=C(C)N(C)C(=O)/C1=C\c1ccco1	6%	-20%	7%	1%	1.8%
COc1ccc2oc(C(=O)N(Cc3ccco3)Cc3cccs3)c(C)c2c1	-3%	17%	4%	24%	7.0%
O=[N+]([O-])c1ccc([C@H](O)[C@H](CO)N=Cc2ccccc2O)cc1	-1%	-5%	-3%	-5%	i	VEEV TC-83 Vero 10K pilot screen=1.5
COc1cc(NC(=O)c2ccccc2)c(OC)cc1NC(=O)CSc1[nH]c(=O)cc(C)c1C#N	-6%	-9%	9%	10%	2.7%
O=C(NN1C(=O)C2C3CCC(O3)C2C1=O)c1ccc(Cl)cc1 (stereo not given)	14%	-7%	0%	5%	0.5%
CC(=O)O[C@H]1CCC2C3CCC4=CC(=O)CCC4=C3C=C[C@@]21C (stereo not given in full)	-9%	-1%	-10%	6%	1.2%
CCOc1ccccc1CN1CCN(Cc2ccc(C)o2)CC1CCO (stereo not given)	-13%	-12%	-15%	0%	i
Cc1ccccc1-n1cc(CNC(=O)CCc2nnc(CCc3ccccc3)o2)cn1	1%	16%	-19%	-6%	0.2%
CCc1nc(SCc2ccc(C(=O)OC)o2)c2c(=O)n(C)c(=O)n(C)c2n1	1%	-3%	-2%	-5%	1.7%
COCC(=O)OCC(=O)c1cc(C)n(-c2ccc(Br)cc2)c1C	-18%	73%	-8%	-2%	1.4%
C=CCSc1ncccc1C(=O)NCc1ccc(C)cc1	0%	36%	2%	0%	i	VEEV TC-83 Vero 10K pilot screen=2.1
CCN(CC)C(=O)c1sc(N2C(=O)Nc3ccccc3N2O)c(C(=O)OC)c1C	10%	5%	-7%	3%	i
COc1cc(CN2CCNC(=O)C2CC(=O)N2CCc3ccccc3C2)cc(OC)c1 (stereo not given)	6%	-24%	1%	-3%	0.2%
O=C(NCC1(N2CCCCC2)CCCCC1)c1cccc(NS(=O)(=O)c2ccccc2)c1	-4%	-5%	9%	8%	5.1%
CCC(=O)Nc1ccc(S(=O)(=O)NCc2ccco2)cc1	-8%	5%	-10%	-4%	i
Cc1ccc(S(=O)(=O)N2CCCC2CNC(=O)C(=O)NCc2ccccn2)cc1 (stereo not given)	-3%	20%	-3%	-7%	4.1%
CCOC(=O)N1CCN(c2c(NCc3ccc(Cl)cc3)c(=O)c2=O)CC1	-4%	/	2%	-8%	8.3%
CCCCc1c(C)nc2ccc(OC)cc2c1SCCC(=O)O	-12%	5%	12%	-2%	i
CS(=O)(=O)N1CCC(C(=O)NCCc2ccccc2)CC1	4%	7%	-3%	5%	0.2%

Some of these compounds in order of length of the SMILES, descending.
SMILES	H1N1 NS1A inhibition	tuberculosis growth	Salmonella PhoP GFP	M. tuberculosis HTS	VEEV TC-83 Vero	others
CCOc1ccc(N(CC(=O)NC(C(C)C)C(C)C)S(=O)(=O)c2ccc(OC)c(OC)c2)cc1	8%	17%	10%	4%	3.9%
CN(C(=O)CSc1nc2ccc(Br)cc2c(=O)n1Cc1ccco1)C1CCS(=O)(=O)C1 (stereo not given)	-5%	15%	7%	-2%	i
CC(=O)Nc1ccc(C(=O)OCC(=O)Nc2ccc(Cl)cc2C(=O)c2ccccc2)cc1	-5%	17%	-5%	-1%	4.1%
CCCCOc1ccc(N2C(=O)CC(NCCc3ccc(S(N)(=O)=O)cc3)C2=O)cc1 (stereo not given)	14%	4%	-9%	-8%	1.2%
CC(C)NC(=O)C1CCN(C2CCN(Cc3cn[nH]c3-c3ccccc3)CC2)CC1	-5%	-15%	4%	-2%	1.6%
CCc1nc(SCc2ccc(C(=O)OC)o2)c2c(=O)n(C)c(=O)n(C)c2n1	1%	-3%	-2%	-5%	1.7%
COc1cc(CN2CCNC(=O)C2CC(=O)N2CCc3ccccc3C2)cc(OC)c1 (stereo not given)	6%	-24%	1%	-3%	0.2%
CN(Cc1c(F)cccc1Cl)C(=O)C1=CC=CN2CCS(=O)(=O)N=C12	-19%	-3%	/	3%	3.1%
Cc1ccccc1-n1cc(CNC(=O)CCc2nnc(CCc3ccccc3)o2)cn1	1%	16%	-19%	-6%	0.2%
CCOC(=O)N1CCN(c2c(NCc3ccc(Cl)cc3)c(=O)c2=O)CC1	-4%	/	2%	-8%	8.3%
O=C(NN1C(=O)C2C3CCC(O3)C2C1=O)c1ccc(Cl)cc1 (stereo not given)	14%	-7%	0%	5%	0.5%
O=S(=O)(Cc1ccc(Cl)cc1)Nc1ccc2c(c1)OCO2	2%	23%	-5%	-1%	0.8%
COC(=O)C1=C(C)N(C)C(=O)/C1=C\c1ccco1	6%	-20%	7%	1%	1.8%
Cc1onc(-c2ccccc2Cl)c1C(=O)NCc1cccs1	-3%	3%	3%	-10%	3.2%
CCCCc1c(C)nc2ccc(OC)cc2c1SCCC(=O)O	-12%	5%	12%	-2%	i
CNc1nc(Cl)c(SC)c(NCc2ccc(F)cc2)n1	-2%	1%	0%	3%	2.3%
C=CCSc1ncccc1C(=O)NCc1ccc(C)cc1	0%	36%	2%	0%	i	VEEV TC-83 Vero 10K pilot screen=2.1
CCCCc1ccc(NC(=S)Nc2cccnc2)cc1	-3%	?	7%	?	1.8%

(list continues)
SMILES	H1N1 NS1A inhibition	tuberculosis growth	Salmonella PhoP GFP	M. tuberculosis HTS	VEEV TC-83 Vero	others
COC(=O)[C@]1(C)N[C@H](CN(C)S(=O)(=O)c2ccc(-c3ccccc3)cc2)[C@@H]2C(=O)N(Cc3ccccc3)C(=O)[C@@H]21	-4%	37%	/	13%	4.4%
CCc1ccc(NC(=O)COn2nnc3ccc(S(=O)(=O)N(C)C)cc32)cc1	3%	26%	2%	-9%	3.1%
O=C(OCc1ccc([N+](=O)[O-])cc1)c1cc2ccccc2oc1=O	-16%	i	1%	7.8µM*	i
CCCC(=O)Nc1ccc(Cl)c(-c2nc3ncccc3o2)c1	-30%	-4%	-12%	5%	0.7%
CC1CCCN(S(=O)(=O)c2ccc(S(=O)(=O)N3CCCC3)cc2)C1 (stereo not given)	0%	4%	3%	-6%	1.0%
CCOc1ccccc1Oc1cn[nH]c1-c1ccc(OC)cc1O	1%	4%	-9%	3%	2.3%
Cc1cccc(NC(=O)c2ccc(NS(=O)(=O)c3cccc4cccnc34)cc2)c1	4%	/	/	/	2.7%
CCCCn1nc(C(=O)NCc2ccccc2CN2CCCC2)c2ccccc2c1=O	-9%	36%	/	-5%	i
CCOc1ccc(S(=O)(=O)N2CCN(S(=O)(=O)c3ccc(OCC)cc3)C(C)C2)cc1 (stereo not given)	-4%	1%	-3%	3%	i
CCOC(=O)c1nn(-c2c(C)n(C)n(-c3ccccc3)c2=O)cc1O	-7%	5%	5%	3%	1.0%
O=C1C2CCCN2C(=O)N1CCCN1CCN(c2cccc(Br)c2)CC1 (stereo not given)	2%	4%	-4%	-4%	i
CC(C)n1cc(/C=C2/SC(=O)N(CC(=O)N3CCCC3)C2=O)c2ccccc21	9%	4%	4%	0%	0.5%
O=C(O)CSc1c(-c2cccs2)[nH]c2ccccc12	5%	36%	-1%	-4%	i
Cc1cnc(C(=O)Nc2ccc(C(C)C)cc2)cn1	2%	?	8%	17%	0.9%
Cc1ccc(C(=O)OCC(=O)Nc2ccccc2Sc2ccccc2)cc1C	1%	9%	11%	5%	0.8%
CCc1nnc(NC(=O)CC(C)c2ccccc2)s1 (stereo not given)	-1%	7%	-7%	4%	1.5%
CCOc1ccc(CCNC(=O)COC(=O)Cn2nc(C)c([N+](=O)[O-])c2C)cc1OCC	0%	-1%	5%	-1%	0.3%
CC1(C)NC(=O)N(CC(=O)O)C1=O	1%	0%	1%	8%	i
CCn1cnc2cc([N+](=O)[O-])ccc21	-1%	-16%	5%	-1%	1.1%
CCOc1ccc(NC(=O)Nc2cc(C)ccc2F)cc1	3%	15%	6%	-4%	0.7%

Reprinted from the part before: two compounds; new compounds follow.
SMILES	H1N1 NS1A inhibition	tuberculosis growth	Salmonella PhoP GFP	M. tuberculosis HTS	VEEV TC-83 Vero	others
CCn1cnc2cc([N+](=O)[O-])ccc21	-1%	-16%	5%	-1%	1.1%
CCOc1ccc(NC(=O)Nc2cc(C)ccc2F)cc1	3%	15%	6%	-4%	0.7%
Nc1nc(NC(=O)/C=C/c2ccc(F)cc2)nn1-c1ccccc1	-2%	13%	4%	-2%	1.4%
Cc1ccc(C2SCC(=O)Nc3c2c(=O)[nH]n3C2CCOC(C)(C)C2)cc1 (stereo not given)	-3%	2%	5%	5%	0.1%
COC(=O)COc1ccc(C(=O)OC)cc1	0%	76%	7%	?	0.3%
CC(c1ccco1)N(C(=O)C12CC3CC(CC(C)(C3)C1)C2)c1ccccn1 (stereo not given)	2%	24%	2%	-3%	i
CCOC(=O)c1[nH]c2ccc(OCC)cc2c1NC(=O)CN1CCC2(CC1)OCCO2	-5%	10%	-12%	-6%	8.3%
C=CCc1cccc2ccc(=O)oc12	0%	7%	3%	-3%	0.2%
COc1cc(/C=N/NC(=O)CSc2ccccn2)ccc1O	-10%	-6%	5%	5%	0.6%
